Compound activity: PubChem, several laboratories
PfHsp90 yeast 2 – growth inhibition of PfHsp90-expressing yeast, primary screen, antimalarial PfHsp90 inhibitor project, S. cerevisiae, BacTiter-Glo luminescence, single point, set 2. BacTiter-Glo ATP, 48 h; yeast lacking PDR1 and PDR3 efflux regulators. inhibition, % at 9.4 µM. 310,000 compounds, 0.32% hits. AID 504621, 2011;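 active = every replicate shows inhibition above about 80%, whatever the replicate mean, limit read from the data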;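 also: 0% = DMSO neutral controls and 100% = 20 µM radicicol positive controls; yeast relying on Plasmodium falciparum Hsp90 in place of its own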
Keap1 Nrf2 FP – Keap1-Nrf2 protein-protein interaction inhibitors, primary screen, biochemical, fluorescence polarization, single point; Keap1 Kelch-Nrf2 peptide fluorescence polarization, 1536-well; inhibition, % at 9.4 µM; Kelch-like ECH-associated protein 1 (Homo sapiens), Q14145; AID 504523, 2011; 340,000 compounds, 0.15% hits; in the data active = inhibition above about 12%;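 also: human Keap1 Kelch domain with fluorescein labeled Nrf2 9mer peptide probe; 0% = neutral control wells and 100% = peptide positive control; higher means more block of Keap1 binding to Nrf2 peptide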
RTF Ca sens inh – cardiac RTF calcium sensitivity inhibitors, primary screen, biochemical, IANBD-TnC fluorescence, EC70 calcium | 340,000 compounds, 0.12% hits | IANBD-labeled cardiac RTF, Ca2+ fluorescence | inhibition, % at 7.15 µM;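 active = inhibition above the mean inhibition of all tested compounds plus 3 SD, cut at about 17% in these data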;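 also: assay run at fixed EC70 calcium of 1.6 mM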
PvdQ acylase – P. aeruginosa PvdQ acylase inhibitors, primary screen, biochemical, fluorescence, plate reader and imaging, single point; PvdQ acylase [Pseudomonas aeruginosa LESB58]; purified PvdQ acylase; inhibition, % at 10 µM; 340,000 compounds, 0.063% hits; in the data active = inhibition above about 30%, passing the limit was not always enough;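 also: 0% = vehicle neutral wells and 100% = reference inhibitor wells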
RTF Ca sens act – cardiac RTF calcium sensitivity activators, primary screen, biochemical, IANBD-TnC fluorescence, EC20 calcium; IANBD-labeled TnC RTF fluorescence at EC20 calcium; 0% EC20 calcium, 100% full calcium; activation, % at 7.2 µM; 340,000 compounds, 0.24% hits;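 active = activation above the mean over all tested compounds plus 3 SD, cut at about 30% in these data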;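 also: rise in fluorescence read as greater calcium sensitivity of cardiac thin filaments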
dFosB act – activators of delta FosB homodimer, primary screen, biochemical, fluorescence polarization, TAMRA-CDK5 oligo, single point; purified delta FosB; percent of positive-control signal above neutral wells; Protein FosB (Mus musculus), P13346; activation, % at 25 µM; 340,000 compounds, 0.99% hits;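 active = mean activation above about 17%, with every replicate also reaching it, limit read from the data, passing the limit was not always enough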;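 also: fluorescence polarization rise as delta FosB binds a TAMRA Cdk5 AP-1 oligo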
Target sequence (P13346 whole entry, looked up): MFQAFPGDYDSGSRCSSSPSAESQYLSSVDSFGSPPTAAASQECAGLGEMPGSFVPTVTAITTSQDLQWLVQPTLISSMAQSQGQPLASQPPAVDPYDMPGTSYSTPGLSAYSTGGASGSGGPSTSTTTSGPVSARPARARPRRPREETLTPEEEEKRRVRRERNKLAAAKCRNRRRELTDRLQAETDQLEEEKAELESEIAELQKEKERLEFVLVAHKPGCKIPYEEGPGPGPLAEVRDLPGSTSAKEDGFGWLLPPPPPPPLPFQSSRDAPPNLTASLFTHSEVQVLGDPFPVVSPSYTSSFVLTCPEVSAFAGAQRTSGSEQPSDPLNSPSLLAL
Mot1-301 SUMO – yeast Mot1-301 growth rescue at high temperature, primary screen, SUMOylation pathway inhibitor project, S. cerevisiae, ATP luminescence, 38.5C | S. cerevisiae Mot1-301 growth rescue; percent above DMSO median, 100 means doubled | growth rescue, % at 18.8 µM | 320,000 compounds, 1% hits;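 active = every valid replicate shows activation above 250% relative to neutral control wells; inactive = the rest, any valid replicate at or below 250%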;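 also: OY570 slx delta 5 strain wells were the positive control but not used for scaling; some compounds called inactive have numbers as strong as hits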
CDK5 p35 inh – inhibitors of human CDK5/p35 kinase, primary screen, biochemical, single concentration; Recombinant CDK5/p35, ADP-Glo luminescence, 60 min; inhibition, % at 10 µM; 330,000 compounds, 0.01% hits;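 active = highest replicate inhibition of at least 50% and at least 75% of replicates reaching 50%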;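 also: plate controls were DMSO neutral control for no effect and GW8510 at 10 µM for full effect; many of its hits are not listed in these tables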
Target sequence (Q00535 whole entry, looked up): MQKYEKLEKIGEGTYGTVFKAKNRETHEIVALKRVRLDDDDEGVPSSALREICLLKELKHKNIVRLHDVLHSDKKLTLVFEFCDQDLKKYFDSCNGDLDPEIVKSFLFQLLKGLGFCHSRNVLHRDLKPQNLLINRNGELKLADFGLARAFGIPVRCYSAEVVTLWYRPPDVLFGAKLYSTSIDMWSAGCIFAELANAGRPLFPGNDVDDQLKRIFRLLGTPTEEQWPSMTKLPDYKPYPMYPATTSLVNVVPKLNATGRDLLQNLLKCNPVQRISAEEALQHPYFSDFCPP
Target sequence (Q15078 whole entry, looked up): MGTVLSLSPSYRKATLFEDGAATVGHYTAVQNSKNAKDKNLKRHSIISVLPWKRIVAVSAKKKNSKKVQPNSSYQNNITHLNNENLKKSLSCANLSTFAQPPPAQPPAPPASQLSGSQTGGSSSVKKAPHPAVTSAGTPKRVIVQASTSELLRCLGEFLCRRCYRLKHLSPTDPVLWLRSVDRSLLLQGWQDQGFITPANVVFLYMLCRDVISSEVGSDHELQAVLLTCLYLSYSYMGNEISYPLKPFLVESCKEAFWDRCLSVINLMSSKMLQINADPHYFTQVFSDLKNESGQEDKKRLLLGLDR
Rtt109 Vps75 – inhibitors of C. albicans Rtt109/Vps75 HAT, primary screen, biochemical, ThioGlo CoA-SH fluorescence, plate reader; Histone acetyltransferase RTT109 (Candida albicans (strain SC5314 / ATCC MYA-2876)), …; purified Rtt109/Vps75, 4 h; 330,000 compounds, 0.16% hits; inhibition, % at 34.9 µM; AID 540336, 2011;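 active = inhibition of at least 50% in every replicate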
NSD2 HMT inh – NSD2 histone methyltransferase inhibitors, primary screen, biochemical, AlphaScreen, single concentration, set 2 | NSD2 peptide methylation, 120 min | inhibition, % at 12.5 µM | 310,000 compounds, 0.54% hits | AID 743445, 2014; in the data active = inhibition above about 50%
C-LANA FP – inhibitors of KSHV C-LANA binding to DNA, primary screen, biochemical, fluorescence polarization, FAM-LBS DNA, MBP-C-LANA, single point; AID 504423, 2011; inhibition, % at 9 µM; 340,000 compounds, 0.078% hits;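 active = highest replicate inhibition at or above 60% at 9 µM, even if other replicates fall short; inactive = all replicates below 60% inhibition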;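 also: 0% = neutral control wells and 100% = 4 µM acridine orange control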
The depositor's hits bear a star; i = inactive; · = no result given.

No.	SMILES	RTF Ca sens act	Rtt109 Vps75	C-LANA FP	NSD2 HMT inh	RTF Ca sens inh	CDK5 p35 inh	PfHsp90 yeast 2	Keap1 Nrf2 FP	Mot1-301 SUMO	dFosB act	PvdQ acylase
1	Cc1cccc(NC(=O)CCNS(=O)(=O)c2cccc3nonc23)c1C	8	-6	0.0	0	-2	-0.7	-5	-1	-11	-1	-3
2	Cc1cc(OCCCCCn2ccnc2)cc(C)c1Cl	4	20	0.7	-2	4	-0.2	-5	0	47	-11	-8
3	CCOc1ccccc1Nc1nnc(SCc2nnc(-c3cc(OC)c(OC)c(OC)c3)o2)s1	2	18	0.4	0	3	0.9	3	0	608*	-2	5
4	COCCn1c(=O)c2c(nc3n2CC(C)CN3CCc2ccccc2)n(C)c1=O (centres undefined)	-4	4	0.3	-1	5	·	7	2	6	-7	2
5	COc1cccc2cc(-c3n[nH]c(=S)n3C)oc12	-3	-5	-0.8	-1	-6	2.4	-1	4	-16	-3	-10
6	COc1ccc(C2CC(=O)C=C(NCCC(C)C)C2)cc1 (centres undefined)	5	8	0.8	0	-16	-0.6	3	0	-5	-7	-12
7	Cc1c(NC(=O)CSc2nncc3ccccc23)c(=O)n(-c2ccccc2)n1C	3	0	-0.7	1	-9	-1.2	·	-1	-11	-10	-9
8	O=C(O)CSc1nc(-c2ccccc2)cc(=O)[nH]1	-4	-9	-2.8	·	1	0.2	-23	-5	201	2	0

8 of the compounds above, screen by screen.
1. Cc1cccc(NC(=O)CCNS(=O)(=O)c2cccc3nonc23)c1C
2. Cc1cc(OCCCCCn2ccnc2)cc(C)c1Cl
3. CCOc1ccccc1Nc1nnc(SCc2nnc(-c3cc(OC)c(OC)c(OC)c3)o2)s1
4. COCCn1c(=O)c2c(nc3n2CC(C)CN3CCc2ccccc2)n(C)c1=O (centres undefined)
5. COc1cccc2cc(-c3n[nH]c(=S)n3C)oc12
6. COc1ccc(C2CC(=O)C=C(NCCC(C)C)C2)cc1 (centres undefined)
7. Cc1c(NC(=O)CSc2nncc3ccccc23)c(=O)n(-c2ccccc2)n1C
8. O=C(O)CSc1nc(-c2ccccc2)cc(=O)[nH]1

screen / no. | 1 | 2 | 3 | 4 | 5 | 6 | 7 | 8
RTF Ca sens act | 8 | 4 | 2 | -4 | -3 | 5 | 3 | -4
Rtt109 Vps75 | -6 | 20 | 18 | 4 | -5 | 8 | 0 | -9
C-LANA FP | 0.0 | 0.7 | 0.4 | 0.3 | -0.8 | 0.8 | -0.7 | -2.8
NSD2 HMT inh | 0 | -2 | 0 | -1 | -1 | 0 | 1 | ·
RTF Ca sens inh | -2 | 4 | 3 | 5 | -6 | -16 | -9 | 1
CDK5 p35 inh | -0.7 | -0.2 | 0.9 | · | 2.4 | -0.6 | -1.2 | 0.2
PfHsp90 yeast 2 | -5 | -5 | 3 | 7 | -1 | 3 | · | -23
Keap1 Nrf2 FP | -1 | 0 | 0 | 2 | 4 | 0 | -1 | -5
Mot1-301 SUMO | -11 | 47 | 608* | 6 | -16 | -5 | -11 | 201
dFosB act | -1 | -11 | -2 | -7 | -3 | -7 | -10 | 2
PvdQ acylase | -3 | -8 | 5 | 2 | -10 | -12 | -9 | 0

Next section
No.	SMILES	RTF Ca sens act	Rtt109 Vps75	C-LANA FP	NSD2 HMT inh	RTF Ca sens inh	CDK5 p35 inh	PfHsp90 yeast 2	Keap1 Nrf2 FP	Mot1-301 SUMO	dFosB act	PvdQ acylase
9	CCOC(=O)/C(=N\Nc1cc(C(F)(F)F)ccc1Cl)N(CC)CC	2	10	1.0	2	2	-0.3	24	-1	43	9	-12
10	CCOCCCNc1nc(C(F)(F)F)nc2c1nnn2Cc1ccccc1Cl	-2	-12	1.6	-2	-2	2.3	-22	-2	62	-2	-7
11	COc1cc(S(=O)(=O)N(Cc2cccs2)C2CC2)ccc1-n1cnnn1	-6	8	1.4	-1	-4	0.5	15	0	14	-2	-1
12	N#Cc1c(NC(=O)c2ccc(N3CCOCC3)c([N+](=O)[O-])c2)sc2c1CCCC2	-1	0	0.4	16	-8	0.2	-7	-4	-24	-1	-13
13	O=C(NCc1ccco1)Nc1cccc([N+](=O)[O-])c1	-3	-33	-0.2	52*	-5	0.2	-6	0	·	2	1
14	Cc1ccc(C)c(N2CCN(C(=O)CCc3nc(-c4ccccc4)no3)CC2)c1	-4	3	2.0	·	-3	-3.1	-13	-3	·	-18	-22
15	COc1ccc(OC)c(CNC(=O)C2CCN(S(=O)(=O)N3CCCCC3)CC2)c1	1	-4	0.3	5	4	-1.8	4	-4	135	-3	-6
16	CCC(c1nnnn1CCc1ccccc1)N1CCN(C(=O)c2ccco2)CC1 (centres undefined)	1	10	-0.2	1	-3	-0.3	5	0	100	-10	-12
17	O=C(c1ccc(NC(=S)Nc2ccc(Cl)c(Cl)c2)cc1)N1CCCC1	-3	-15	1.1	-1	-25	·	18	0	-27	2	-13
18	Cc1ccc(NC(=S)NCC2CCCO2)cc1 (centres undefined)	-7	1	-1.2	0	2	0.2	8	2	-9	-10	5
19	CS(=O)(=O)N1CCN(C(=O)c2ccc(-c3ccccc3)cc2)CC1	2	12	0.1	-1	-5	0.3	17	0	·	-1	-14
20	CC[C@]12c3[nH]c4cc(-c5ccco5)ccc4c3CCN1C(=O)[C@@H](CC(=O)NCCc1ccccn1)C[C@@H]2C(=O)N1CCN(C(=O)C2CC2)CC1	-1	3	0.7	·	-5	-4.3	7	-4	·	-20	0
21	CCOC(=O)C/C(C)=N/NC(=O)C1CC1(c1ccccc1)c1ccccc1 (centres undefined)	-1	-18	0.6	0	-8	-1.0	-5	-3	11	-4	-15
22	CNC(=S)Nc1ccc(OCc2ccccc2)cc1	-4	-5	-0.8	5	-2	1.5	-11	-2	·	-3	-10
23	Cc1cc(C)c(NC(=S)N(CCc2ccncc2)C(C)C)c(C)c1	-3	-15	0.7	2	-21	-9.1	-1	-4	·	-10	-8
24	CC(=O)c1cccc(NC(=O)CN2CCN(S(=O)(=O)/C=C/c3ccccc3)CC2)c1	-1	2	-0.8	3	-9	0.5	-4	-4	-3	-4	-8
25	COc1ccc(NC(=S)N2CCCN(Cc3cccc(Cl)c3)C2)cc1	-2	-3	0.2	·	3	1.3	-3	3	1	-9	3
26	CCOC(=O)c1c(C=O)c(C)n(Cc2ccccc2Cl)c1C	1	11	-1.7	0	18*	-2.2	·	-3	76	-14	9
27	COc1ccc(NC(=O)Nc2ccc3c(c2)C(=O)N([C@@H](C)CO)C[C@@H](C)[C@@H](CN(C)CC2CCCCC2)O3)cc1	1	24	0.5	·	-1	-0.3	-18	-5	0	1	-9
28	O=C(COc1ccc(Br)cc1)NCc1ccccn1	1	·	0.8	-1	6	-1.2	2	-3	12	-7	6
29	Cc1nn(Cc2ccccc2)c(Cl)c1C(=O)NCc1ccco1	0	-2	-2.5	1	-11	2.0	12	-1	-2	-7	-9
30	CCCC(=O)n1nc(NCc2ccc(OC)cc2)nc1NCc1ccc(OC)cc1	-3	-1	-2.2	-1	-14	-0.3	23	3	-7	-11	-17
31	CSCCC(NC(=O)c1ccccc1Cl)C(=O)N(C)Cc1cccs1 (centres undefined)	-1	3	1.2	0	-11	1.0	-6	2	-4	-3	-16
32	O=C1c2cccc3c(O)ccc(c23)C(=O)N1c1ccc(Cl)cc1	532*	-8	71	1	i	3.1	-1	39*	-15	-8	-13
33	CC(C)(C)OC(=O)N(Cc1ccccc1)Cc1cccc(OCc2cccc(NC(=O)C3CC3)c2)c1	-5	7	2.3	·	-1	2.8	0	-2	·	-10	6
34	Cc1nn(Cc2ccc(Cl)c(Cl)c2)c(C)c1NC(=O)c1cc(-c2ccco2)on1	-4	-16	0.3	-3	-9	0.1	-16	-4	24	-8	-11
35	CC(C)(C)OC(=O)NC(CCNC=C1C(=O)OC(C)(C)OC1=O)C(=O)O (centres undefined)	0	15	2.2	·	-6	-0.1	13	-4	248	5	-15
36	CCc1nc(N[C@@H](CC(C)C)C(=O)O)c2oc3ccccc3c2n1	4	-1	-1.0	-7	-6	-0.6	-6	-3	6	6	-6
37	O=C(NN=Cc1ccccc1OC(F)F)c1ccc(NS(=O)(=O)c2cccs2)cc1	-2	11	1.4	7	-8	-0.1	-31	-4	1	-2	-16
38	Cc1ccc(C)c(N(CC(=O)NC(C)(C)C)C(=O)CNC(=O)c2cccs2)c1	2	1	-2.9	-3	-3	-0.4	-22	-6	386	-10	-16
39	CC(OC(=O)c1nc(-c2ccccc2)n(-c2ccccc2)n1)C(=O)Nc1cc(Cl)cc(Cl)c1 (centres undefined)	-2	-9	-1.7	-2	8	-1.3	21	0	16	-3	-4
40	COc1ccc(C(=O)NC2CCCc3ccccc32)cc1Br (centres undefined)	-1	12	-0.3	-3	-1	1.4	-7	-2	35	-2	1
41	CCC(C)NC(=O)Cn1cnc2sc(C)cc2c1=O (centres undefined)	5	18	0.0	-2	0	-0.5	-8	-5	-13	-4	9
42	COc1cc(-c2c(-c3ccsc3)sc3ccccc23)cc(OC)c1OC	-1	-6	1.0	·	-9	0.6	-8	1	3	6	0
43	Cc1ccc2oc(C(=O)N(Cc3ccc(N(C)C)cc3)C3CCS(=O)(=O)C3)c(C)c2c1 (centres undefined)	-2	0	0.4	13	-1	-1.4	-37	0	11	-11	-14
44	O=C(CC1C(=O)NCCN1CC1CCCCC1)NC1(c2ccccc2)CC1 (centres undefined)	0	6	-0.7	2	-3	-0.3	-26	-3	8	-13	-10
